Assay outcomes from PubChem.
Statin myotox sup: protects C2C12 myotubes from simvastatin toxicity; 330,000 compounds, 0.78% hits; rescue of ATP level, % at 7.49 µM; ATP luminescence, 48 h; scaled: DMSO 0, geranylgeraniol control 100; AID 602340;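 active = mean ATP rescue above about 67%, or every replicate alone reaching that limit, limit read from the data, passing the limit was not always enough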;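 also: myotubes were challenged with 10 µM simvastatin during compound exposure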
S100A4 inh HTS: S100A4-myosin IIA interaction inhibition. 360,000 compounds, 0.14% hits. S100A4/TAMRA-MyoIIA peptide fluorescence polarization. P26447. AID 652163. inhibition, % at 10.7 µM;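 active = mean inhibition of at least 70% across replicates, with every replicate also reaching that level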
Target sequence (P26447 whole entry, looked up): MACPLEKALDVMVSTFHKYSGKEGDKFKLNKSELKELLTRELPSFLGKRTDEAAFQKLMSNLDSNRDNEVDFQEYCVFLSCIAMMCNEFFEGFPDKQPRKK
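Assay system: human S100A4 monomer with TAMRA-labelled myosin IIA peptide / Buffer or medium: Calcium-containing HEPES buffer, pH 7.2 / Reagent: TAMRA-labelled myosin IIA heavy-chain peptide probe, 5 nM / Compound: one dose per compound / Timing: polarization read 5 min after assay mix addition, stable 5–60 min / Benchmarks: neutral control DMSO, positive control TFP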
Cneo AK release: causes C. neoformans cell lysis. adenylate kinase release luminescence, 4 h; normalised: neutral wells 0, clomiphene wells 100. lysis activity, % at 15 µM. 360,000 compounds, 0.2% hits;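 active = mean lysis activity across replicates of at least 80%, whatever share of replicates individually reach that level; inactive = mean lysis activity below 80%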
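read-out = cell lysis signal | test system = log-phase Cryptococcus neoformans yeast cells | input = cells at 5 × 10^6 per mL | medium = fresh YPD growth medium | signal = luminescent adenylate kinase detection reagent | timing = 4 h at 37 °C static, read 1 h later | dosing = single dose | controls = Clomiphene as positive lysis control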
Xi reactivation: reactivates the inactive X chromosome in mouse fibroblasts. XiGFP mouse fibroblasts, % GFP-positive cells imaging, 3 d; cells co-treated with 5-aza-dC sensitizer; scaled so ellipticine positive control = 100%. activation, % at 7.58 µM. 360,000 compounds, 0.055% hits. AID 743238;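 active = mean normalized replicate activation at least 10% and every replicate at or above 10%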;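 also: 0% = median of on-plate neutral control wells and 100% = ellipticine 6 µM median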
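System: 68-5-11 XiGFP fibroblast line | Buffer or medium: DMEM containing 5-aza-dC | Compound: Single point | Times: Compounds 3 days, fix/stain 15 min at room temperature | Benchmarks: Positive control ellipticine, 6 µM final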
LGR2 antag: blocks bursicon-induced cAMP signaling via Drosophila LGR2 | HEK293 LGR2, CRE-luciferase, bursicon-stimulated, 4 h | inhibition, % at 9.99 µM | 380,000 compounds, 0.35% hits | AID 720647;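 active = drop in luminescence signal, shown as inhibition above about 50% in the replicate tests, limit read from the data, passing the limit was not always enough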;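 also: agonist challenge used bursicon conditioned medium at about half maximal strength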
PGC1a acetyl inh: PGC1a acetylation modulation, inhibitor mode; U2OS PGC1a acetylation, AlphaScreen anti-acetyl-lysine; with virally co-expressed GCN5 acetyltransferase; inhibition, % at 15.6 µM; 350,000 compounds, 0.17% hits;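 active = every replicate shows inhibition of at least 40%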;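 also: 0% = neutral control wells and 100% = positive control wells; some results beyond the cut were filed as inactive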
ERAP1 inh: inhibitors of human ERAP1 aminopeptidase; Q9NZ08; AID 652197; inhibition, % at 10.7 µM; 340,000 compounds, 0.15% hits; recombinant ERAP1, Leu-AMC fluorescence, 60 min;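 active = mean replicate inhibition of at least 30%, or all replicates individually reaching that 30% level; inactive = mean below 30% and not every replicate reaching it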;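 also: 0% = neutral control wells and 100% = L-leucinethiol positive control wells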
SIRT5 block: blocks human SIRT5 desuccinylation of peptide | Purified SirT5, succinyl-peptide AMC, trypsin-coupled fluorescence | inhibition, % at 15 µM | 330,000 compounds, 1.1% hits | AID 652115; in the data active = inhibition above about 15%
Target sequence (Q9NXA8 whole entry, looked up): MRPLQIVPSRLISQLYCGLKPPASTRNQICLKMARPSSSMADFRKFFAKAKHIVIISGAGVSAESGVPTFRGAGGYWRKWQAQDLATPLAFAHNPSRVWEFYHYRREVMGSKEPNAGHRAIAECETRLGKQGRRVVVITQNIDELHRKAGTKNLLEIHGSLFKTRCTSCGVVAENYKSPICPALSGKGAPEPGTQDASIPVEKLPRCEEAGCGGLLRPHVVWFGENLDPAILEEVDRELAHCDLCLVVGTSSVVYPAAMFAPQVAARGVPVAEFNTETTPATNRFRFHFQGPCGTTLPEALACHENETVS
* = called active by the depositor; · = not tested or not shown. Not all compounds are listed (hit frequency here may not be typical).

A first look, 4 compounds:
SMILES	Statin myotox sup	S100A4 inh HTS	Cneo AK release	Xi reactivation	LGR2 antag	PGC1a acetyl inh	ERAP1 inh	SIRT5 block
C[C@H](O)C#Cc1ccc2c(c1)O[C@H](CN(C)C(=O)c1ccccc1)[C@@H](C)CN([C@H](C)CO)S2(=O)=O	-2	15	-3	-0.7	-7	7	-2	-2
CNS(=O)(=O)c1cnccc1N1CCN(C)CC1	0	·	-2	-0.1	-6	-11	·	·
COC(=O)[C@H]1N[C@H]2c3ccc(C4=CCCCC4)c(=O)n3C[C@H]2[C@@H]1CO	8	-3	-6	0.1	-11	·	-1	-1
Cc1onc(C(=O)NN)c1C(=O)N1CCN(C(c2ccccc2)c2ccccc2)CC1	·	4	·	0.0	23	13	-1	8

Results, previewed entries included:
SMILES	Statin myotox sup	S100A4 inh HTS	Cneo AK release	Xi reactivation	LGR2 antag	PGC1a acetyl inh	ERAP1 inh	SIRT5 block
C[C@H](O)C#Cc1ccc2c(c1)O[C@H](CN(C)C(=O)c1ccccc1)[C@@H](C)CN([C@H](C)CO)S2(=O)=O	-2	15	-3	-0.7	-7	7	-2	-2
CNS(=O)(=O)c1cnccc1N1CCN(C)CC1	0	·	-2	-0.1	-6	-11	·	·
COC(=O)[C@H]1N[C@H]2c3ccc(C4=CCCCC4)c(=O)n3C[C@H]2[C@@H]1CO	8	-3	-6	0.1	-11	·	-1	-1
Cc1onc(C(=O)NN)c1C(=O)N1CCN(C(c2ccccc2)c2ccccc2)CC1	·	4	·	0.0	23	13	-1	8
CCn1c(C)[n+](CCOCC[n+]2c(C)n(CC)c3cc(Cl)c(Cl)cc32)c2cc(Cl)c(Cl)cc21	-4	-8	-4	·	-9	5	27	1
CC1(C(=O)NCc2cccc3ccccc23)CCN1Cc1cccc2c1OCO2 (stereo not drawn)	-82	-1	-1	-0.2	1	-1	-2	·
C/C(N)=C(/C#N)C(=O)COC(=O)c1ccccc1Cc1ccccc1	·	-5	·	0.0	-44	·	-2	-5
O=C(CSc1ccc([N+](=O)[O-])cc1)Nc1cccc(S(=O)(=O)Nc2ccccc2F)c1	·	-4	·	0.2	4	·	-3	1
CCCCn1nnnc1NCc1cccs1	2	-5	·	·	-14	-6	0	-4
CC(C)NC(=O)N1CCC(c2nc3ccccc3s2)CC1	3	-1	5	0.0	14	8	3	-2
O=C(CN1C(=O)C(=O)N(Cc2ccco2)C1=O)NC1CCCCC1	·	1	·	0.0	36	·	0	-6
OCCNc1ncnc2c1ncn2[C@H]1CN(C2CCCC2)C[C@@H](CO)O1	1	-2	-1	-0.1	7	9	0	·
O=C(NCC[C@@H]1CC[C@@H](NS(=O)(=O)Cc2ccccc2)[C@@H](CO)O1)C1CCC1	-8	5	-5	-0.2	0	-15	2	-2
CCOC(=O)c1cc(=O)n(Cc2ccccc2C)c2ccccc12	103*	0	-2	·	-14	-11	-1	-1
C/C(=N\NC(=O)CNC(=O)c1ccncc1)c1ccc(C)cc1	·	0	·	0.0	8	9	7	0
COc1ccccc1NC(=O)c1ccc(NC(=O)c2nc3nccc(C)n3n2)cc1	14	-2	2	0.0	-1	·	-1	3
O=C(CBr)N1CCc2ccccc2C(c2ccccc2)C1 (stereo not drawn)	·	2	1	-0.1	-3	-3	-1	-2
O=[N+]([O-])c1ccc(C(=S)N2CCC(Cc3ccccc3)CC2)cc1	·	·	-4	0.2	1	-16	·	·
O=C(Nc1ccc(-c2nc3ccccc3[nH]2)cc1)c1ccc(N2C(=O)CCC2=O)cc1	·	-5	·	0.0	13	·	1	-1
CCOc1ccc(N2CC(C(=O)NC3=NCCS3)CC2=O)cc1 (stereo not drawn)	5	6	3	0.0	15	-4	1	-1
CS(=O)(=O)NN1C(=O)c2ccccc2NC1c1ccccc1O (stereo not drawn)	-10	-2	5	0.0	-9	-2	4	0
COc1ccc(NC(=O)C2CCCN2C(=O)Nc2cccc(F)c2)cc1 (stereo not drawn)	5	-1	1	·	-7	8	·	2
CCCNC(=O)Nc1ccc2c(c1)C(=O)N(C)C[C@@H](OC)[C@H](C)CN(C(=O)c1ccccc1F)[C@H](C)CO2	-1	-9	-3	-0.1	24	8	0	4
COc1ccccc1-c1cnc2c(c1)C(=O)N([C@@H](C)CO)C[C@@H](C)[C@@H](CN(C)C(=O)CC1CC1)O2	8	-3	0	0.0	4	0	2	5
Cc1ccc(CNC(=O)C(=O)NCC2OCCCN2S(=O)(=O)c2cccs2)cc1 (stereo not drawn)	-12	-2	1	0.0	-13	·	-1	-2
C[C@@H]1CN([C@H](C)CO)S(=O)(=O)c2ccc(C#CC3CC3)cc2O[C@@H]1CN(C)Cc1ccccc1F	-6	-13	8	-0.2	26	-32	-5	8
COc1ccc(CCNC(=O)Cn2ccc3cc(S(=O)(=O)N4CCCC4)ccc32)cc1OC	-3	-1	0	0.0	-4	·	-1	1
Cc1ccc(/C=N/NC(=O)C(C)Oc2ccccc2[N+](=O)[O-])s1 (stereo not drawn)	·	·	-1	0.0	6	-8	·	·
Cc1nnsc1C(=O)N/N=C/c1c(F)cccc1Cl	·	-5	·	-0.1	-11	·	0	-3
O=C(NCCN1CCCCCC1)C1CC(=O)N(CCc2ccccc2)C1 (stereo not drawn)	1	-3	3	·	11	·	1	-1
O=C(Nc1ccc(F)cc1)N1C[C@H]2[C@@H](c3ccccc31)[C@H](CO)N2Cc1ccccc1	0	10	-4	0.0	0	-3	-2	-2
Cc1ccc(NC(=O)C(c2ccccc2)N2CCN(CC(=O)N3CCOCC3)CC2)cc1Cl (stereo not drawn)	3	2	-1	0.1	-19	-9	0	-10
O=C(NCC1CC1)[C@@H]1[C@@H](CO)[C@@H]2Cn3c(cccc3=O)[C@H]1N2CCc1ccccc1	-20	4	1	0.2	3	·	1	4
COc1ccccc1-n1cnc2sc(-c3ccccc3)cc2c1=O	·	-4	·	·	·	8	0	-4
CC(=O)[C@@]1(O)CC[C@H]2[C@@H]3CCC4=CC(=O)CC[C@]4(C)[C@H]3[C@@H](O)C[C@@]21C	12	2	0	-0.3	0	-17	-1	-3
Cc1ccc(S(=O)(=O)Nc2ccc3c(c2)C(=O)N([C@H](C)CO)C[C@H](C)[C@@H](CN(C)S(=O)(=O)c2cn(C)cn2)OCCCC[C@H](C)O3)cc1	·	8	-3	0.8	9	1	-3	-3
O=C(Cc1ccccc1)c1ccc2c(c1)OCCO2	6	4	-3	0.0	-58	9	·	-1
CC(C)NC(=O)Nc1ccc2c(c1)CC(=O)N([C@@H](C)CO)C[C@H](C)[C@@H](CN(C)Cc1ccc(C(=O)O)cc1)O2	-7	5	-1	0.0	21	-2	1	-2
CCOc1ccc(C(=O)CCC(=O)N(CC)CC(=O)NCc2ccc(Cl)cc2)cc1	5	-3	-1	0.0	6	2	0	-1
O=[N+]([O-])c1cccc(OCc2cn3cccnc3n2)c1	·	-2	·	0.1	-36	1	1	·
COc1cccc(NC(=O)NNC(=O)CN2C(=O)COc3ccccc32)c1	3	-1	-3	0.0	2	-2	-6	-1
O=C(c1ccc(F)cc1)N1CC(=O)N2[C@H](CO)[C@@H](c3ccc(-c4cccnc4)cc3)[C@H]2C1	·	28	·	0.0	-5	-1	1	4
NNC(=O)c1cccc(COc2ccc(Br)cc2)c1	3	·	-1	-0.1	-32	11	·	·
OCC1OC(n2cnc3c(SCc4ccccc4)nc(F)nc32)C(O)C1O (stereo not drawn)	2	-5	1	0.1	6	10	-1	0
CCOc1cc(NC(=S)NCC2CCCO2)c(OCC)cc1NC(=O)c1ccc(F)cc1 (stereo not drawn)	-3	-6	4	0.0	22	7	-2	-2

At a glance, 5 of the compounds above:
SMILES	Statin myotox sup	S100A4 inh HTS	Cneo AK release	Xi reactivation	LGR2 antag	PGC1a acetyl inh	ERAP1 inh	SIRT5 block
O=C(Nc1ccc(F)cc1)N1C[C@H]2[C@@H](c3ccccc31)[C@H](CO)N2Cc1ccccc1	0	10	-4	0.0	0	-3	-2	-2
Cc1ccc(NC(=O)C(c2ccccc2)N2CCN(CC(=O)N3CCOCC3)CC2)cc1Cl (stereo not drawn)	3	2	-1	0.1	-19	-9	0	-10
O=C(NCC1CC1)[C@@H]1[C@@H](CO)[C@@H]2Cn3c(cccc3=O)[C@H]1N2CCc1ccccc1	-20	4	1	0.2	3	·	1	4
COc1ccccc1-n1cnc2sc(-c3ccccc3)cc2c1=O	·	-4	·	·	·	8	0	-4
CC(=O)[C@@]1(O)CC[C@H]2[C@@H]3CCC4=CC(=O)CC[C@]4(C)[C@H]3[C@@H](O)C[C@@]21C	12	2	0	-0.3	0	-17	-1	-3

More compounds.
SMILES	Statin myotox sup	S100A4 inh HTS	Cneo AK release	Xi reactivation	LGR2 antag	PGC1a acetyl inh	ERAP1 inh	SIRT5 block
C[C@H](CO)N1C[C@H](C)[C@@H](CN(C)C(=O)c2ccc(F)cc2)Oc2ncc(Br)cc2C1=O	-2	·	·	-0.2	5	-8	·	-2
Cc1ccn2cc(CCNS(=O)(=O)c3ccc4ccccc4c3)nc2c1	·	2	-1	0.1	1	3	-3	0
Cc1cc(C)c(C)c(S(=O)(=O)N2CCC(C(=O)NCCCN3CCCC3=O)CC2)c1C	-22	6	1	3.3	-6	0	-1	-3
CCCC#Cc1cnc2c(c1)C(=O)N([C@H](C)CO)C[C@@H](C)[C@H](CN(C)Cc1ccc(F)cc1)O2	11	-10	1	-0.5	-11	-16	-1	-3
Cc1nc2ccc(NC(=O)c3ccccc3)cc2s1	·	0	·	-0.1	-123	·	2	-2
COCCOC(=O)N1C(=O)[C@@]2(c3cc(C#CCC(C(=O)OC)C(=O)OC)ccc31)[C@H](C(=O)Nc1nc3ccccc3s1)[C@H]1C(=O)O[C@H](c3ccccc3)[C@H](c3ccccc3)N1[C@@H]2c1ccccc1OCCO	·	0	18	·	·	14	-3	7
Cc1ccc(/C(O)=C2/C(=O)C(=O)N(c3ccccn3)C2c2ccc(F)cc2)cc1 (stereo not drawn)	8	-5	0	0.1	25	-16	4	8
